# Source: PubChem
# MBNL1-CUG inh = qHTS Assay for Inhibitors of MBNL1-poly(CUG) RNA binding; Potency, µM (top dose mostly 57.5 µM), without a hit: at the top dose activity change, negative = inhibition, usual class: inhibitors; AID 2675, 2010; TR-FRET MBNL1-His/biotin-(CUG)12 binding, 665/545 ratio; Muscleblind-like protein 1 (Homo sapiens), Q9NR56; 280,000 compounds, 0.036% hits; active = well fitted inhibition curve with a large enough effect in the signal ratio, with a control signal flat, not every such curve was filed as active; inconclusive = small, poorly fitted or top-dose-only effect, or effect the other way, or a change in a side signal; inactive = no such curve, though single readings can be large or run the other way; the % refers to the signal ratio; note: % is set by controls: 0 for no effect and ±100 for the full control effect
# Target sequence (Q9NR56 whole entry, looked up): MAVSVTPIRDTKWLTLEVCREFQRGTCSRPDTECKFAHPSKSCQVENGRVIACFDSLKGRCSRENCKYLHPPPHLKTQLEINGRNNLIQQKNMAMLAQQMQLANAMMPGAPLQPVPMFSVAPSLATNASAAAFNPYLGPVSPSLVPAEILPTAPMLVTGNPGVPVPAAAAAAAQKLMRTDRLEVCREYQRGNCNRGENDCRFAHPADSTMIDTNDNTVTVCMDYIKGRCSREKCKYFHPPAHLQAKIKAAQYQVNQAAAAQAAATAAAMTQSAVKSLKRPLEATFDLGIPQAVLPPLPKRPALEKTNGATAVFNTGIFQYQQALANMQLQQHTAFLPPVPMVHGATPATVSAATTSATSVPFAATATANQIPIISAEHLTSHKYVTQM
#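 TR-FRET readout: Ex 340 nm, 665/545 nm emission ratio, normalized to buffer-only (basal) and MBNL1-(CUG)12 controls. Complex of MBNL1-His with Biotin-(CUG)12, compounds 92 nM–58 uM, incubated 60 min at room temperature.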
# NPC1 promoter act = qHTS Assay for NPC1 Promoter Activators; Huh7 NPC1 promoter luciferase reporter, 24 h; Potency, µM (doses to about 9.22 µM), without a hit: at the highest dose activation, hits mostly activators; 320,000 compounds, 2.4% hits;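 note: % of control where 0% means no effect; nearly all actives have a fitted effect of over 60% in size; reporter is driven by a mutant NPC1 promoter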
#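 Huh7 cells stably carrying NPC1 promoter–luciferase, plated in Opti-MEM with 10% FBS for 2 h, were exposed to compound in DMSO for 24 h at 37 °C; luciferase reagent was added for 10 min and luminescence read.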
# Rab9 promoter act = qHTS Assay for Rab9 Promoter Activators; Huh7 Rab9 promoter-luciferase reporter, luminescence, 24 h; Potency, µM (series often up to 9.22 µM), for inactives: at the top dose activation, negative = inhibition, most hits filed as activators; 320,000 compounds, 2.8% hits; AID 485297, 2010; note: % of control where 0% means no effect; nearly all actives have a fitted effect of over 60% in size
#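 Cells were plated at 1500 per well in reduced-serum medium with 10% FBS and left 2 h. Compound in DMSO was then added for 24 h at 37 °C. Reporter signal was read by luminescence after 10 min with luciferase detection reagent.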
# p53 reactivator = qHTS assay for re-activators of p53 using a Luc reporter. H1299 p53-A138V BP100-luciferase reporter, luminescence, 24 h. Potency, µM (series often up to 92.2 µM), for inactives: at the top dose activity change, positive = activation, usual class: activators. 320,000 compounds, 0.063% hits; note: % of control where 0% means no effect; nearly all actives have a fitted effect of over 45% in size
#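 p53-null H1299 cells stably carrying temperature-sensitive p53-A138V and a BP100-luciferase reporter were pinned with compounds (4-point, 1:5 series) and held 24 hrs at 37 deg C. Luminescence was read 10 min after detection reagent.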
# FLuc modulator = qHTS profiling assay for firefly luciferase inhibitor/activator using purifed enzyme and Km concentrations of substrates (counterscreen for miR-21 project); Potency, µM (series often up to 57.5 µM), inactives show top-dose activity change, negative = inhibition, most hits filed as inhibitors; purified FLuc, Km substrates, luminescence inhibition; 360,000 compounds, 6.9% hits; Luciferin 4-monooxygenase (Photinus pyralis), P08659;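 note: plate controls were vehicle for no effect and reference inhibitor for full effect; nearly all actives have a fitted effect of over 55% in size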
# Target sequence (P08659 whole entry, looked up): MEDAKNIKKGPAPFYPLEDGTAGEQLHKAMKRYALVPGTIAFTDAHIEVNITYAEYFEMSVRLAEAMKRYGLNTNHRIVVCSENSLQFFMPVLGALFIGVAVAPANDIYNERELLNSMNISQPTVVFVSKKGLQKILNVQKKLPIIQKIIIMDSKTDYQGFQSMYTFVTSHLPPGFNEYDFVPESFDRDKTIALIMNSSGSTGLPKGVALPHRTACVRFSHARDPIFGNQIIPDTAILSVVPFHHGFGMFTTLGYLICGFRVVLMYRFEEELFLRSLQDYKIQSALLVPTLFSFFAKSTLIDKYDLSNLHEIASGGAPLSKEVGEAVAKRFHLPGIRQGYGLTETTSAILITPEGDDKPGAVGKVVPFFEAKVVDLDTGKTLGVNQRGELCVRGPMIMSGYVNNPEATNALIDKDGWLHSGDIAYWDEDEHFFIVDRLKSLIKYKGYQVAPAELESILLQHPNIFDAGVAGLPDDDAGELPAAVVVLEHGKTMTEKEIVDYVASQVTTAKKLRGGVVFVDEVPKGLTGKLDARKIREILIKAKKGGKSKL
#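 Purified P. pyralis luciferase (10nM final) with 10uM D-luciferin and 10uM ATP (Km levels) in 50mM Tris acetate pH 7.5, 10mM Mg acetate, 0.01% Tween-20, 0.05% BSA; qHTS 6-point titration, ~60 µM downward; luminescence read.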
# BRCA1 expr act = qHTS Assay to Identify Small Molecule Activators of BRCA1 Expression; MCF7-BRCA1-FFLuc reporter, luminescence, 48 h; response scale: scaled: vehicle 0%, 10 µM genistein 100%; 380,000 compounds, 1.1% hits; Potency, µM (series often up to 46.1 µM), inactives show at the highest dose activation, actives largely listed as activators; AID 624202, 2012; note: nearly all actives have a fitted effect of over 80% in size; some results filed as inactive show a strong effect at the top dose
#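 MCF7 cells carrying a BRCA1-firefly luciferase reporter (2000 cells/well, phenol-red free MEM) were attached for 2 h at 37 °C, then given compounds for 48 h. Luminescence was read 15 min after luciferase reagent; activity normalized to genistein (10 microM) and DMSO.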
# RORgamma inh = qHTS for inhibitors of ROR gamma transcriptional activity. Drosophila S2 Gal4-RORgamma UAS-luciferase reporter, 20 h. Potency, µM (doses to about 53.6 µM), for inactives: at the top dose activity change, negative = inhibition, hits mostly inhibitors. 310,000 compounds, 5.4% hits. AID 2551, 2010; note: % is set by controls: 0 for no effect and ±100 for the full control effect; nearly all actives have a fitted effect of over 60% in size
#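 Drosophila Schneider cells stably carrying a metallothionein-driven Gal4 DBD–ROR gamma fusion and a UAS-Photinus luciferase reporter were exposed to compound for 1 hr, then induced with copper sulfate (700 uM final) for 20 hr at ambient temperature before luminescence reading.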
# ELG1 genotoxic = qHTS screen for small molecules that induce genotoxicity in human embryonic kidney (HEK293T) cells expressing luciferase-tagged ELG1. HEK293T ELG1-luciferase reporter, luminescence, 16 h. Potency, µM (doses to about 46 µM), without a hit: at the top dose activity change, positive = activation, usual class: activators. 330,000 compounds, 1.3% hits; note: % of control where 0% means no effect; nearly all actives have a fitted effect of over 60% in size
#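 HEK293T cells expressing luciferase-tagged ELG1 were exposed to compound or DMSO vehicle for 16 hr at 37 °C and 5% CO2. Luciferase activity was then measured with ONE-Glo after 30 min at room temperature.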
# uPA surface inh = qHTS for Inhibitors of Cell Surface uPA Generation; AID 540303, 2011; cell surface uPA generation assay, qHTS; Potency, µM (series often up to 38.3 µM), inactives show at the highest dose activity change, negative = inhibition, usual class: inhibitors; 330,000 compounds, 0.31% hits; active = well fitted inhibition curve with a large enough effect; inconclusive = small, poorly fitted or top-dose-only effect; inactive = no such curve, though single readings can be large or run the other way; tested in mouse RAW 264.7 cells; note: % is set by controls: 0 for no effect and ±100 for the full control effect; nearly all actives have a fitted effect of over 55% in size
# Gal4-VP16 FLuc = VP16 counterscreen qHTS for inhibitors of ROR gamma transcriptional activity; 310,000 compounds, 3.5% hits; Potency, µM (doses to about 53.6 µM), inactives show top-dose activity, negative = inhibition, usual class: inhibitors; Drosophila S2 Gal4-VP16 UAS-luciferase, luminescence, 20 h;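 note: Gal4-VP16 expression switched on by copper sulfate through the metallothionein promoter; % is set by controls: 0 for no effect and ±100 for the full control effect; nearly all actives have a fitted effect of over 50% in size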
# * hit, by the source's call; ? = inconclusive; . = no result given; & = joins results of further samples; [ ] = another dose, or the depositor's remark. Unless noted, calls come from the whole dose curve; as a rule, active = well fitted curve in the direction sought with a large enough effect; inconclusive = small, poorly fitted or top-dose-only effect, or another doubt; inactive = no such curve, though single readings can be large; an effect the other way counts as inactive or inconclusive. Potency is the fitted concentration of half-maximal effect.
Compound	MBNL1-CUG inh	NPC1 promoter act	Rab9 promoter act	p53 reactivator	FLuc modulator	BRCA1 expr act	RORgamma inh	ELG1 genotoxic	uPA surface inh	Gal4-VP16 FLuc
CCCC(=O)Nc1cc(-c2nn(C)c(=O)c3ccccc23)ccc1N1CCOCC1	-1.8%	-3.7%	1.4%	-2.8%	2.0%	-52.3%	-36.9%	?	-9.2%	-5.5%
COC(=O)N/N=C/c1ccc(-c2ccc(Cl)cc2Cl)o1	?	-3.0%	8.5%	-2.5%	?	-7.9%	21.3%	4.7%	-3.7%	-6.6%
COc1ccc(NC(=O)COC(=O)/C=C/c2ccccc2[N+](=O)[O-])cc1	-0.8%	-0.6%	1.8%	-2.1%	-0.1%	0.2%	2.5%	1.9%	-0.5%	0.1%
O=C(c1ccco1)N1CCN(C(=O)c2ccc(CS(=O)c3ccc(Cl)cc3)o2)CC1 (stereo not given)	-0.3%	-1.5%	-4.9%	-1.4%	2.1%	1.7%	-0.7%	-1.3%	8.6%	-6.9%
Cc1ccc(CSc2nc3ccsc3c(=O)n2Cc2ccccn2)cc1	-1.6%	-0.1%	-0.5%	-7.3%	1.7%	0.6%	84.9%	0.1%	-6.6%	-2.3%
COCCCN(Cc1ccco1)C(=O)c1cc2c(s1)-c1ccc(Cl)cc1S(=O)(=O)C2	28.5%	2.4%	0.3%	11.3%	0.2%	-7.6%	0.6%	-0.8%	1.5%	16.8%
CCCn1c(=O)c(-c2nc3ccccc3[nH]2)c(O)c2ccccc21	-0.9%	27.7%	9.0%	2.5%	-0.4%	-20.1%	0.501µM*	?	.	2µM*
CCOC(=O)C1(CCc2ccccc2)CCN(C(=O)c2cccc(C)n2)CC1	1.0%	1.4%	14.2%	4.8%	-19.4%	41.3%	14.1%	0.5%	15.8%	?
COc1ccc(Cl)cc1NC(=O)C1CCCO1 (stereo not given)	-7.4%	-1.8%	2.8%	-3.5%	2.0%	-1.7%	1.3%	4.9%	22.9%	0.5%
CCc1ccc(NC(=O)C(=O)NNC(=O)c2cccs2)cc1	-1.8%	22.7%	8.5%	15.3%	16.9µM*	82.8%	-38.2%	12.8%	0.3%	-20.8%
CCCCn1c(=O)[nH]c(=O)c2c(C(=O)OCC)cc(-c3cccs3)nc21	0.3%	-1.4%	-1.8%	-2.4%	-3.8%	-34.3%	15.7%	-9.0%	-7.8%	6.8%
CCc1nc2c(n1O)CCc1nonc1-2	10.7%	0.5%	-3.9%	-1.7%	-0.6%	2.9%	-0.4%[10 µM]	-3.6%	.	1.2%
CSc1ccc(CNC(=O)C(C)n2nc(C)c3c(C)n(-c4ccccc4)nc3c2=O)cc1 (stereo not given)	-1.6%	-6.1%	0.7%	-2.0%	0.5%	-2.8%	-14.3%	-6.3%	-0.8%	6.1%
CCN(c1ccccc1)S(=O)(=O)c1ccc(F)cc1	-11.5%	0.3%	-0.7%	-8.2%	-2.1%	9.2%	0.2%	1.6%	-9.9%	-4.6%
COc1ccc(N(CC(=O)NCc2ccco2)S(C)(=O)=O)cc1	2.0%	-1.1%	0.0%	-2.3%	-1.7%	27.0%	4.8%	1.3%	2.1%	4.5%
NC(=S)N/N=C/c1ccc(-c2cc(Cl)cc(Cl)c2)o1	-4.9%	.	.	.	-12.9%	-2.6%	1.26µM*	.	-4.3%	3.98µM*
CCC(CC)c1nnc(NC(=O)c2cccnc2SC)s1	-1.2%	-0.6%	-2.5%	8.7%	-18.5%	-23.2%	?	0.4%	-2.2%	0.5%
CCCn1nc(C(=O)OCc2nc(N)nc(Nc3ccccc3C)n2)c2ccccc2c1=O	.	-0.2%	-6.0%	-1.3%	-1.3%	-23.3%	.	1.2%	-1.1%	.
COc1cccc(NC(=O)CN(C)C(=O)/C=C/c2cc(OC)ccc2OC)c1	18.9%	1.6%	1.5%	-5.3%	-0.1%	-61.0%	20.0%	-0.9%	2.3%	2.5%
Cc1cccc(C)c1NC1=C(Cl)C(=O)OC1OC(=O)c1ccccc1 (stereo not given)	6.4%	0.2%	-9.8%	23.3%	-1.7%	-1.8%	4.8%	0.0%	-3.0%	-4.0%
O=C(Nc1ccc(F)cc1)c1ccc(C(=O)N2CCOCC2)cc1	.	0.6%	13.1%	15.4%	1.8%	17.8%	.	2.8%	4.9%	.
CSCCC(NC(=O)c1ccc([N+](=O)[O-])cc1Cl)C(=O)OCC(=O)N1CCN(C(C)=O)CC1 (stereo not given)	.	-2.9%	-1.1%	26.6%	-11.7%	21.3%	.	-3.4%	-0.2%	.
O=C(CSc1nc(-c2ccccc2)cs1)N1CCN(C(=O)c2ccco2)CC1	-7.0%	0.7%	-2.6%	4.7%	-11.8%	11.1%	-1.2%	-1.1%	-13.6%	-4.5%
CCCCCC(=O)N1CC2(CC(c3cccc(NC(=O)c4ccccc4)c3)=NO2)C[C@@H]1C(N)=O (stereo not given in full)	-2.1%	-8.5%	-11.1%	-8.8%	-16.4%	8.9%	42.8%	0.2%	9.1%	-2.5%
CC(Oc1ccccc1)C(=O)OCC(=O)Nc1ccc2c(c1)OCO2 (stereo not given)	.	.	.	5.8%	.	-18.6%	.	4.4%	2.6%	.
COc1ccc(-c2ccc(-c3nnc(-c4cc(OC)ccc4OC)o3)cc2)cc1	-6.1%	-3.7%	0.9%	5.9%	0.4%	10.5%	-8.4%	15.7%	-1.2%	-1.1%
O=[N+]([O-])c1cc(Cl)ccc1NCCNS(=O)(=O)c1ccccc1	?	1.5%	-3.3%	4.6%	26.9µM*	39.6%	?	1.2%	-0.7%	6.4%
O=C1C(Cc2ccccc2)Nc2ncnc(N3CCOCC3)c2N1Cc1ccccc1 (stereo not given)	.	.	.	1.1%	.	0.5%&0.0%	.	0.7%	3.3%	.
Cc1ccc(C(=O)N2CCN(c3ccc(NC(=O)c4cc(C)cc(C)c4)cc3)CC2)cc1	1.0%	-3.4%	-7.2%	3.7%	3.4%	-2.9%	-4.9%	0.4%	3.7%	-10.6%
Cc1nc2ccccc2c2oc(C(=O)NC3CC3)cc12	-15.8%	1.7%	2.6%	-2.3%	0.0%	-2.1%	-15.8%	8.1%	?	-5.3%
CCN(CC)C(=O)c1cn(CCC#N)nc1-c1ccc(F)cc1	-8.2%	-7.3%	-18.3%	-1.9%	-1.0%	-9.9%	1.2%	25.2%	-10.1%	2.7%[10 µM]
CCCCCC(=O)NNC(=S)NC(=O)c1ccccc1[N+](=O)[O-]	-3.4%	-0.8%	1.6%	6.0%	-1.4%	-38.0%	?	-6.3%	4.9%	-10.8%
Cn1c(=O)cc(SCC(=O)NCCC2=CCCCC2)c2cc(Cl)ccc21	-3.3%	-2.0%	-5.2%	2.4%	3.0%	-15.8%	-34.3%	1.3%	-2.5%	-8.6%
O=C(CCc1ccccc1)N/N=C/c1cccc(O)c1	3.6%	-2.0%	5.2%	2.5%	?	-2.0%	30.6%	7.3%	-15.6%	-15.4%
CC(C)CCC(C)NC(=O)c1ccc2nccnc2c1 (stereo not given)	?	?	?	13.7%	-15.0%	106.1%	-18.6%	-8.2%	-3.5%	-0.5%[10 µM]
COc1ccc(C(=O)/C=C/c2ccc(O)cc2)c(O)c1CC=C(C)C	-3.5%	3.5%	8.3%	-6.5%	?	-82.2%	3.98µM*	6.0%	-21.1%	7.94µM*
O=C(Nc1nccs1)c1ccc(Cl)c(S(=O)(=O)N2CCCCC2)c1	7.6%	.	.	.	?	3.1%	10µM*	.	5.0%	?
CSc1ncccc1C(=O)OCc1nc2ccsc2c(=O)[nH]1	.	-1.3%	2.0%	3.9%	3.7%	-6.5%	.	6.2%	-9.2%	.
Cn1c(=O)c2ncn(CC(=O)Nc3nc(-c4ccc(Cl)cc4)cs3)c2n(C)c1=O	-5.7%	1.2%	-2.5%	0.2%	4.2%	2.6%	26.1%	2.9%	-6.4%	7.8%
CCC(C)N1CCC(Oc2ccc(C(=O)NCc3ccccn3)cc2)CC1 (stereo not given)	-7.3%	10.9%	5.0%	-10.3%	-1.0%	-1.2%	-39.9%	-4.7%	-1.8%	-46.9%
COc1ccccc1CN(C)C(=O)c1cnc(C)cn1	13.7%	-3.0%	3.6%	1.9%	-1.0%	-6.0%	2.7%	0.7%	8.9%	6.1%

# Rows were taken by chance; any-hit rate near 13%.
